KB-V1 cytotox – kills drug-selected multidrug resistant KB-V1 cells; KB-V1 MDR cells viability, CellTiter-Glo, 72 h; 400,000 tested, 3.4% active; AID 1347076; Potency, µM (top dose mostly 46.1 µM), without a hit: at the highest dose activity change, negative = cytotoxicity, actives largely listed as cytotoxic; note: % is set by controls: 0 for no effect and ±100 for the full control effect; nearly all actives have a fitted effect of over 60% in size
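In this primary screen, KB-V1 cells overexpressing P-gp are incubated with library compounds (lowest to highest concentration) for 72 h at 37 degrees C before a luminescent ATP viability read.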
KB-3-1 cytotox – kills parental KB-3-1 adenocarcinoma cells | KB-3-1 viability, CellTiter-Glo ATP luminescence, 72 h | Potency, µM (highest dose often 46.1 µM), without a hit: top-dose activity change, negative = cytotoxic, usual class: cytotoxic | 400,000 tested, 1.4% active | AID 1347075; note: % is set by controls: 0 for no effect and ±100 for the full control effect; nearly all actives have a fitted effect of over 60% in size
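KB-3-1 parental drug-naive adenocarcinoma cells in DMEM/10% FBS, incubated 72 h at 37 C with pin-transferred compounds across a concentration series. Viability by CellTiter-Glo luminescence; concentration-response curves fitted after normalization.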
HT1080-NT tox – kills 2HG-producing HT-1080-NT fibrosarcoma cells; HT-1080-NT fibrosarcoma viability, CellTiter-Glo ATP luminescence, 48 h; Potency, µM (top dose mostly 46.1 µM), for the others: at the top dose activity, negative = less viability, usual class: cytotoxic; 360,000 tested, 1.6% active;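 note: NT is the 2HG producing partner of a matched IDH1 knockdown line; 0% = DMSO-treated cells and -100% = media-only wells without cells; nearly all actives have a fitted effect of over 55% in size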
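HT-1080-NT fibrosarcoma cells (2HG-overproducing), 750 cells/well in RPMI with 5% FBS, dosed after 2 h and incubated 48 h at 37C. CellTiter-Glo luminescence normalized to DMSO and no-cell wells; concentration-response curves fitted and classed.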
SW480 rerep – induces DNA re-replication in SW480 colon adenocarcinoma cells; Potency, µM (highest dose often 46.1 µM), for inactives: at the top dose re-replication activation, hits mostly activators; 340,000 tested, 1.8% active; SW480 DNA re-replication, Hoechst DNA content imaging, 48 h; note: % of control where 0% means no effect; nearly all actives have a fitted effect of over 55% in size
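First, 250 cells per well were seeded. Next, compound or vehicle (23 nL) was pinned in, plates sat 48 hr at 37 C. Finally Hoechst was added for 40 min before fluorescence scanning.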
TDP43 rescue – TDP-43 toxicity inhibition in yeast. TDP-43 expressing yeast growth rescue, BacTiter-Glo, 24 h. Potency, µM (titrated, usually from 46.1 µM), for the others: top-dose growth rescue (activation), hits mostly activators. 410,000 tested, 1.8% active; note: % of control where 0% means no effect; nearly all actives have a fitted effect of over 50% in size
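Yeast cells expressing TDP-43 under galactose induction are exposed to compounds for 24 hr at 30 deg C. BacTiter-Glo luminescence measures growth, so protective compounds score as activators.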
GLP-1R inv ag – GLP-1 receptor (human) inverse agonism; P43220; HEK293 GLP-1R CRE-luciferase, luminescence, 24 h; GLP-1R form is constitutively active; Potency, µM (top dose mostly 38.3 µM), for the others: at the top dose activity change, negative = inhibition, most hits filed as inhibitors; 410,000 tested, 1.6% active; note: % is set by controls: 0 for no effect and ±100 for the full control effect; nearly all actives have a fitted effect of over 55% in size
Target sequence (P43220 whole entry, looked up): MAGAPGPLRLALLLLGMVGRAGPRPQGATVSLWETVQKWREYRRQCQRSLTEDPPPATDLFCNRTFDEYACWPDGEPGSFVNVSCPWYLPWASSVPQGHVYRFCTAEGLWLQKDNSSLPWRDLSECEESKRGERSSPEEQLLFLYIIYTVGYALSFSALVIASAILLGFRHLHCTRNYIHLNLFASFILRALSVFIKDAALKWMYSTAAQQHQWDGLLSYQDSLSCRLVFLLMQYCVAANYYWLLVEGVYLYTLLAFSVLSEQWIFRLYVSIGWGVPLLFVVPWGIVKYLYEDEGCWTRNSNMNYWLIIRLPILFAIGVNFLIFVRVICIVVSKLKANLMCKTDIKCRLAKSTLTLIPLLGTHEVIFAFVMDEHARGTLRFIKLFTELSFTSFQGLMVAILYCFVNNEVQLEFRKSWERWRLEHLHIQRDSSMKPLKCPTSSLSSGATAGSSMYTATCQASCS
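Using stably transfected HEK293 (constitutively active GLP-1R, cAMP-luciferase reporter), compounds were incubated 24 hr and luciferase measured by luminescence.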
HEK293 tox – cytotoxicity in counter-screen for GLP-1R inverse agonists. 410,000 tested, 0.13% active. HEK293 cAMP-luciferase reporter cells, luminescence, 24 h. AID 624418. Potency, µM (titrated, usually from 38.3 µM), inactives show at the highest dose activity change, negative = inhibition, usual class: inhibitors;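 note: loss of luciferase light is scored as toxicity; % is set by controls: 0 for no effect and ±100 for the full control effect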
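Step one: seed cells (200 cells/uL, DMEM with 10% Nu serum, 1% pen-strep). Step two: 12-hour incubation at 37 deg C. Step three: pin 23 nL compound, incubate 24 hr. Step four: add luciferase reagent, read luminescence 12 min later.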
GLP1R ag – GLP-1 receptor (human) agonism; HEK293 GLP-1R CRE-luciferase, luminescence, 4-6 h; cells express a hypersensitive GLP-1R form; Potency, µM (highest dose often 45.6 µM), for the others: at the top dose activation, most hits filed as activators; 380,000 tested, 0.007% active; AID 624172; note: % of control where 0% means no effect
HT1080 IDH1KD tx – kills HT-1080 cells with IDH1 knockdown. HT-1080 IDH1 knockdown viability, ATP luminescence, 48 h. Potency, µM (series often up to 46.1 µM), inactives show at the top dose activity, negative = toxicity, actives largely listed as cytotoxic. 360,000 tested, 2% active. AID 686971;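 note: 0% = DMSO wells and -100% = cell-free medium wells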
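In this qHTS, HT-1080 cells depleted of IDH1 are exposed for 48 h at 37 °C to compound titrations. Toxicity is scored from CellTiter-Glo luminescence, with DMSO as full viability and medium alone as none.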
Starred values were filed as active, the others as inactive; ? = inconclusive; nt = no result given; [ ] = another dose, or the depositor's remark. Calls come from the whole dose curve; as a rule, active = well fitted curve in the direction sought with a large enough effect; inconclusive = small, poorly fitted or top-dose-only effect, or another doubt; inactive = no such curve, though single readings can be large; an effect the other way counts as inactive or inconclusive. Potency is the fitted concentration of half-maximal effect.

no. | Structure | KB-V1 cytotox | KB-3-1 cytotox | HT1080-NT tox | SW480 rerep | TDP43 rescue | GLP-1R inv ag | HEK293 tox | GLP1R ag | HT1080 IDH1KD tx
1 | CCC(=O)N1CCCC1(C)C(=O)Nc1ccc(OC(F)F)cc1 (stereo not given) | 8% | 0% | 20% | nt | 14% | 18% | 0% | 2% | 0%
2 | Cc1oc2ncn(C)c(=O)c2c1C(=O)N1CCN(c2ccc(Cl)cc2)CC1 | -11% | 7% | nt | nt | 15% | 14% | -6% | nt | nt
3 | O=C1CC(NS(=O)(=O)c2ccc3ccccc3c2)CN1c1ccccc1 (stereo not given) | 4% | -4% | -19% | -405% | -14% | ? | -1% | 9% | -2%
4 | COc1ccc(NC(=O)C(F)(F)F)cc1OC | -1% | 14% | 8% | 4% | 6% | 25% | 7% | 18% | 6%
5 | CCCCC(CC)CNC(=O)c1cc2ccccc2c(=O)o1 (stereo not given) | 2% | 6% | 13% | -263%[inhibitor] | 19% | 2% | 0% | 3% | 2%
6 | COc1ccc(OC)c(S(=O)(=O)N2CCCC(C(=O)NC3CC3)C2)c1 (stereo not given) | 18% | 6% | 13% | 1% | 7% | -23% | -19% | 5% | 14%
7 | Cc1cccc(NC(=O)c2nc[nH]c2C(=O)NCCCCCNC(=O)OC(C)(C)C)c1 | ? | ? | 26µM* | ? | 19% | ? | ? | 1% | ?
8 | COCCNC(=O)/C(C#N)=C/c1c(N2CCN(c3ccccc3)CC2)nc2c(C)cccn2c1=O | -19% | 17% | -1% | ? | -17% | 22% | 129%[activator] | 15% | 7%
9 | COc1ccc(NC(=O)COC(=O)C(CC(C)C)N2C(=O)C3CC=CCC3C2=O)cc1Cl (stereo not given) | 22% | -4% | 10% | -9% | 6% | 17% | 7% | 0% | 13%
10 | CC1Cc2cc(S(=O)(=O)NCCc3ccc(Cl)cc3)ccc2N1C(=O)C1CCC1 (stereo not given) | -12% | ? | nt | nt | 18µM* | ? | -7% | nt | nt
11 | O=C1CC(C(=O)Nc2ccc(C(=O)O)cc2)C(c2ccccc2)O1 (stereo not given) | 0% | 11% | 9% | 3% | 2% | 19% | -5% | -8% | 10%
12 | CCCS(=O)(=O)c1csc(C(=O)OC)c1N | -4% | -1% | 0% | -3% | 1% | 16% | -5% | 6% | -10%
13 | Cc1cc(NC(=O)COc2c(C)cccc2C)no1 | 0% | 6% | 19% | 1% | ? | 9% | -6% | -3% | -1%
14 | Nc1nnc(CC(=O)NCc2ccccc2)s1 | 13% | 0% | 18% | -1% | 8% | 9% | 13% | -11% | 11%
15 | Cc1oc2c(c1C(=O)NCCO)CCCC2 | 2% | 14% | 12% | -5% | 0% | 8% | 2% | -12% | 2%

Reformatted: entries from further up.
9. COc1ccc(NC(=O)COC(=O)C(CC(C)C)N2C(=O)C3CC=CCC3C2=O)cc1Cl (stereo not given)
10. CC1Cc2cc(S(=O)(=O)NCCc3ccc(Cl)cc3)ccc2N1C(=O)C1CCC1 (stereo not given)
11. O=C1CC(C(=O)Nc2ccc(C(=O)O)cc2)C(c2ccccc2)O1 (stereo not given)
12. CCCS(=O)(=O)c1csc(C(=O)OC)c1N
13. Cc1cc(NC(=O)COc2c(C)cccc2C)no1
14. Nc1nnc(CC(=O)NCc2ccccc2)s1
15. Cc1oc2c(c1C(=O)NCCO)CCCC2

assay / entry,9,10,11,12,13,14,15
KB-V1 cytotox,22%,-12%,0%,-4%,0%,13%,2%
KB-3-1 cytotox,-4%,?,11%,-1%,6%,0%,14%
HT1080-NT tox,10%,nt,9%,0%,19%,18%,12%
SW480 rerep,-9%,nt,3%,-3%,1%,-1%,-5%
TDP43 rescue,6%,18µM*,2%,1%,?,8%,0%
GLP-1R inv ag,17%,?,19%,16%,9%,9%,8%
HEK293 tox,7%,-7%,-5%,-5%,-6%,13%,2%
GLP1R ag,0%,nt,-8%,6%,-3%,-11%,-12%
HT1080 IDH1KD tx,13%,nt,10%,-10%,-1%,11%,2%

Later entries:
no. | Structure | KB-V1 cytotox | KB-3-1 cytotox | HT1080-NT tox | SW480 rerep | TDP43 rescue | GLP-1R inv ag | HEK293 tox | GLP1R ag | HT1080 IDH1KD tx
16 | COc1ccc(NC(=O)Nc2cc(C)ccc2F)cc1 | ? | -5% | 7% | 12% | 27% | 8% | -12% | -2% | -10%
17 | Cc1ccnc(NS(=O)(=O)c2ccc(NC(=O)c3cc(-c4ccc(Br)cc4)nc4ccccc34)cc2)n1 | -1% | 3% | -11% | ? | 2% | ? | 23%[1.53 µM] | 1% | ?
18 | CCOc1ccc(CNC(=O)c2cc3ccccn3n2)cc1 | 27% | -2% | nt | nt | 27% | 29% | 0% | nt | nt
19 | CCOC(=O)c1c(C)nc2sc(C(=O)Nc3ccc(OC)cc3)c(N)c2c1-c1ccc(OC)cc1 | 4.1µM* | 5.8µM* | ? | ? | -1% | -14% | -11% | -8% | ?
20 | COC(=O)CN1C(=O)COc2ccc(S(=O)(=O)N3CCOCC3)cc21 | 0% | -7% | 14% | -12% | 0% | -16% | -4% | -1% | 14%
21 | COc1cccc2cc(/C(C)=N/NC(=O)c3ccco3)oc12 | ? | -18% | 23% | 5% | -19%[0.397 µM] | 0% | 1% | 20% | -14%
22 | CC(C)NC(=O)Nc1nnc([C@H]2C[C@H](O)[C@@H](CO)O2)s1 | 4% | 0% | -2% | nt | 19% | 10% | 5% | 10% | 18%
23 | CC1(C(=O)NCc2ccc(F)c(F)c2)Cc2c(-c3cccc(C(F)(F)F)c3)ccnc2O1 (stereo not given) | -21% | -5% | ? | nt | 0% | 10µM* | -23% | -1% | ?
24 | O=C(c1ccco1)N1CCC(c2nc3c(nnn3Cc3ccc(F)cc3)c(=O)[nH]2)CC1 | -7% | 5% | -9% | -2% | 1% | 28% | -3% | 13% | -12%
25 | C[C@@H]1CCCCO[C@H](CN(C)C(=O)Nc2ccc3c(c2)OCO3)[C@H](C)CN([C@@H](C)CO)C(=O)c2cc(NS(=O)(=O)c3ccc(Cl)cc3)ccc2O1 | 39% | -12% | -16% | nt | ? | ? | -11% | 14% | -22%
26 | O=C(c1cccc(Cl)c1)C1CCCN(C(=O)c2ccc3c(c2)OCO3)C1 (stereo not given) | -7% | -8% | 10% | 2% | 6% | ? | -3% | 2% | -7%
27 | O=C(COC(=O)COc1cc(Cl)c(Cl)cc1Cl)NC1CC1 | -6% | 19% | 0% | 2% | 7% | 6% | -6% | -1% | 1%
28 | N#CC1(C#N)COC23CCCCC2C1(C#N)C(=N)O3 (stereo not given) | ? | ? | -4% | 13% | 7% | 5% | 151%[activator] | -10% | -13%
29 | CCN(CC(=O)NCc1ccc(F)cc1)C(=O)c1ccc2c(c1)OCO2 | -1% | 8% | -2% | -17% | 5% | 22% | 2% | 1% | -1%
30 | COC(=O)c1cc(OCC(=O)Nc2ccc3c(c2)CCC3)cc(C(=O)OC)c1 | -4% | -18% | 0% | -9% | 8% | 3% | 19% | 8% | -4%
31 | Cc1ccc(S(=O)(=O)Nc2ccc(C(=O)NCCCN3CCOCC3)cc2)cc1[N+](=O)[O-] | 23% | 13% | 10% | 5% | -1% | 36%[activator] | -6% | 1% | 7%
32 | CCOC1=NN(c2ncc(C(F)(F)F)cc2Cl)C(=O)C1 | 5% | -4% | 7% | -2% | 17%[9.22 µM] | 5%[7.66 µM] | -3%[7.66 µM] | 1% | 9%
33 | COC(=O)c1sc2cccc(F)c2c1S(=O)(=O)Nc1cc(OC)cc(OC)c1 | -20% | -3% | nt | nt | 27% | 14% | 4% | nt | nt
34 | Cc1ccccc1Nc1nc(N)nc(CSc2n[nH]c(N)n2)n1 | -16% | 27% | 13% | -5% | -5% | 28% | 8% | 12% | 12%
35 | Cc1cc(C)c(C=NNc2nc3c([nH]2)c(=O)n(C)c(=O)n3C)c(C)c1 | 6% | 0% | 0% | 19% | -25% | 37%[activator] | -4% | 4% | 4%
36 | Cc1ccc(C)c(/C(O)=C2\C(=O)C(=O)N(CCCN3CCOCC3)C2c2cccnc2)c1 (stereo not given) | 20% | 9% | -1% | 0% | -3% | 0% | 4% | -18% | -5%
37 | O=c1[nH]c2ccc(NS(=O)(=O)c3ccc(F)c(Cl)c3)cc2[nH]1 | -7% | 10% | -19% | -2% | -22% | 8% | -4% | -1% | 0%
38 | O=C1c2oc3ccccc3c(=O)c2C(c2cccc(Br)c2)N1c1ccccn1 (stereo not given) | -3% | 7% | nt | nt | ? | 13% | 6% | nt | nt
39 | CCCCn1c(N)c(NCc2ccccc2)c(=O)[nH]c1=O | ? | 6% | 3% | -7% | -7% | 15% | -2% | -1% | -1%
40 | O=C(COC(=O)CCCN1C(=O)c2cccc3cccc(c23)C1=O)NC1CCS(=O)(=O)C1 (stereo not given) | -1% | 2% | 3% | 2% | 6% | 43%[activator] | 13% | 11% | -1%
41 | O=S(=O)(c1ccc2c(c1)nc(COc1ccc(Cl)cc1)n2CC1CCCO1)N1CCOCC1 (stereo not given) | 23µM* | -9% | 3% | 8% | 6% | 2% | ? | 12% | -1%
42 | N#C/C(=C\c1ccc(OCC(N)=O)cc1)c1ccccc1 | -24% | -17% | 11% | -4% | 27% | -3% | -7% | 0% | 8%
43 | COc1ccc([C@H]2CC(=O)C[C@@H](CCn3cc(-c4ccccn4)nn3)O2)cc1 | 0% | -8% | 0% | nt | 15% | 16% | -8% | 7% | 12%
44 | O=C(NC1CCCC1)C(c1ccncc1)N(Cc1ccccc1F)C(=O)c1csnn1 (stereo not given) | 0% | -19% | 3% | -4% | -4% | 15% | -6% | 2% | 13%
45 | Cc1cc(N2CCCC2)c(F)cc1/C=C\[N+](=O)[O-] | ? | ? | ? | 29µM* | ? | -24% | -4% | 3% | ?

Screening results deposited in PubChem BioAssay by National Center for Advancing Translational Sciences (NCATS).
